# High-throughput results from PubChem BioAssay.
# AMA1 RON2 block – inhibitors of Plasmodium falciparum AMA1-RON2 interaction | AlphaScreen AMA1-biotinylated RON2 peptide binding | Potency, µM (titrated, usually from 58.2 µM), for inactives: at the highest dose activity change, negative = inhibition, hits mostly inhibitors | actives 0.2% (n = 360,000);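 further: potency means the concentration at half of the fitted maximal effect; 0% = vehicle wells and -100% = peptide control; nearly all actives have a fitted effect of over 45% in size; some results filed as inactive show a strong effect at the top dose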
#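 AMA1 (3D7) with his tag at 25 nM final met compounds first, then biotinylated RON2 peptide at 25 nM; detection used donor plus acceptor beads, 10 µg/mL apiece, read by AlphaScreen after 30 min at room temperature.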
# AmpC detergent – AmpC beta-lactamase inhibition with detergent present | AmpC hydrolysis of nitrocefin, absorbance 480 nm, 0.01% Triton | actives 0.041% (n = 370,000) | P00811 | AID 485294 | Potency, µM (series often up to 114 µM), for the others: at the highest dose activity change, negative = inhibition, usual class: inhibitors;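 further: potency means the concentration at half of the fitted maximal effect; 0% = no-compound wells and -100% = no-enzyme wells; nearly all actives have a fitted effect of over 25% in size; some results filed as inactive show a strong effect at the top dose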
# Target sequence (P00811 whole entry, looked up): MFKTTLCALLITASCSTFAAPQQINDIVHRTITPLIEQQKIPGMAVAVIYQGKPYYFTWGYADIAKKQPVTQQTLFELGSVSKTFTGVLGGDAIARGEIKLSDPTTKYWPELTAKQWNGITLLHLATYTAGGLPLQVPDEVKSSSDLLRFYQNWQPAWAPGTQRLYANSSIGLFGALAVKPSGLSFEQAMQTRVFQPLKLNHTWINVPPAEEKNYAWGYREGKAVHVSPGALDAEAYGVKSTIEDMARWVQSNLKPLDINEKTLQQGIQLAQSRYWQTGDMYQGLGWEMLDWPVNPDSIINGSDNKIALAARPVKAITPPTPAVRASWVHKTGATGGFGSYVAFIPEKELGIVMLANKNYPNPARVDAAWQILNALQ
#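 AmpC (5.3 nM in the dispensed reagent) in 20 mM phosphate pH 7.0 with 0.01% (detergent screen) or 0.0001% Triton X-100 was preincubated with compounds for 15 min at room temperature. Nitrocefin was then added from an 800 uM solution, and hydrolysis was followed at 480 nm.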
# HCV inh – HCV inhibition; Huh7.5.1 HCVcc-Cre infection, luciferase reporter, 44 h; AID 651820; Potency, µM (series often up to 41.8 µM), for inactives: top-dose activity change, negative = inhibition, most hits filed as inhibitors; actives 3.4% (n = 340,000); further: potency means the concentration at half of the fitted maximal effect
#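 After 44 h co-culture of compound, cells and HCVcc-Cre (~0.5 moi), substrate is added for 15 min at room temperature and luciferase measured over 15 sec. Cells were seeded at 1,000/well and pre-cultured 4 h.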
# HCMV inh – blocks human cytomegalovirus replication; HFF cells, HCMV-luciferase reporter, 72 h; hits give low values; activity change, negative = inhibition, % at 57.5 µM; actives 4.5% (n = 410,000); AID 1259415; in the data active means activity change below about -60%; inconclusive means no clear call, values can overlap the other calls; inactive means above about -39%
#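 Human foreskin fibroblasts infected with luciferase-reporter HCMV at MOI 1 PFU/cell, compounds at two doses. Luciferase measured 72 h post infection; normalized to buffer-only basal and Salinomycin (10uM) controls.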
# Giardia FBPA inh – inhibitors of Giardia lamblia fructose-1,6-bisphosphate aldolase. Potency, µM (series often up to 59.6 µM), for inactives: at the highest dose activity, negative = inhibition, hits mostly inhibitors. actives 0.71% (n = 290,000). AID 2451. purified Giardia FBPA; further: potency means the concentration at half of the fitted maximal effect; nearly all actives have a fitted effect of over 55% in size
# Target sequence (A8B2U2 whole entry, looked up): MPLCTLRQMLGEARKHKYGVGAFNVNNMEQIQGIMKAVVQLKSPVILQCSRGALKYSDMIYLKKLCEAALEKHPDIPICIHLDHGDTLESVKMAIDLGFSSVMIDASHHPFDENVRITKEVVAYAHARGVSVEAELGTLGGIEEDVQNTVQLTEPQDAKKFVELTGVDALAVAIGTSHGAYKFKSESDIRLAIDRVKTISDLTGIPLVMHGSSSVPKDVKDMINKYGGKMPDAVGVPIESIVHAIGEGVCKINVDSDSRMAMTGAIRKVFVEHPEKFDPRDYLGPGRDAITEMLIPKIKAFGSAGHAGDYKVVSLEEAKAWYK
#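 Giardia FBPA (40 nM reagent) was preincubated 10 min at RT with compound (up to 57.5 uM final), then substrate plus GAPDH/TPI/NAD/arsenate coupling system with diaphorase/resazurin was added; resorufin fluorescence (525/598 nm) was read after 20 min.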
# Sm TGR block – blocks Schistosoma mansoni thioredoxin glutathione reductase; purified TGR, DTNB reduction, TNB absorbance 405 nm; Potency, µM (top dose mostly 114 µM), inactives show at the highest dose activity change, negative = inhibition, usual class: inhibitors; actives 3% (n = 360,000); AID 485364; further: potency means the concentration at half of the fitted maximal effect; nearly all actives have a fitted effect of over 60% in size
#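 TGR 20 nM + NADPH 100 uM (dispensed conc.), cpd preinc 15 min RT; start with NADPH (500 uM addition) then DTNB (15 mM addition). Kinetic TNB absorbance, 405 nm filter. Four-parameter Hill fit across titration.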
# An asterisk follows results filed as active; ? = inconclusive; · = no result given; & = joins results of further samples; [ ] = dose if it differs, or a comment. Unless noted, the call rests on the fitted dose curve; in most records, active means well fitted curve in the direction sought with a large enough effect; inconclusive means small, poorly fitted or top-dose-only effect, or another doubt; inactive means no such curve, though single readings can be large; an effect the other way counts as inactive or inconclusive. Unless noted, on the % scale 0 is the no-effect control and ±100 the full control effect.
1	Cc1ccc(NC(=O)COC(=O)c2nn(-c3ccc(Cl)cc3)cc2O)cc1
2	Cc1ccc(CNS(=O)(=O)c2ccc(C(F)(F)F)cc2)n1C
3	CCCCN1C(=O)NC(=O)C2(Cc3cc(C)ccc3N(C)C2)C1=O (configuration not stated)
4	O=S(=O)(c1ccccc1)N1CCN(CCO)CC1
5	CN(CC(=O)Nc1ccccc1Br)C(=O)c1cc([N+](=O)[O-])ccc1N1CCOCC1
6	O=C(CSc1nnc(CNC(=O)c2c(F)cccc2F)o1)c1ccccc1
7	CCC1(CC)NC(=O)N(CC(=O)N2CCN(S(=O)(=O)c3cccc(F)c3)CC2)C1=O
8	Cn1c(=O)c2c(nc(SCC(=O)c3cccs3)n2Cc2ccc(F)cc2)n(C)c1=O

screen / no.,1,2,3,4,5,6,7,8
Giardia FBPA inh,·,-8%,?,-1%,·,2%,·,5%
AMA1 RON2 block,-2%,17%,-6%,14%,-18%,24%,1%,7%
AmpC detergent,·,-12%,-6%,?,-4%,1%,10%,-14%
HCV inh,25%,17%,16%,3%,-28%,-6%,-17%,5µM*
Sm TGR block,·,16µM*,?,-26%,2%,6%,0%,-28%
HCMV inh,63,-12,-8,-15,-23,8,-34,-29

9	Cc1ccc(C(=O)COC(=O)CCC(=O)Nc2ccccc2Cl)cc1[N+](=O)[O-]
10	Cc1nnc(SCC(=O)NC2CCCCCC2)n1C
11	CC(=O)Nc1ccc(S(=O)(=O)Nc2nnc(Cc3ccc(Cl)cc3)s2)cc1
12	CCOC(=O)CCC(NC(=O)CCCCCCCCC(=O)NC(CCC(=O)OCC)C(=O)OCC)C(=O)OCC (configuration not stated)
13	COc1ccc(Cc2nnc(NC(=O)c3cc(OC)c(OC)c(OC)c3)s2)cc1
14	Fc1ccc(N2CCN(Cc3cccn3-c3nnc(N4CCN(C5CCCCC5)CC4)s3)CC2)cc1
15	CCC(NC(=O)c1ccccc1NC(=O)C(C)(C)C)C(=O)N1CCCC1 (configuration not stated)
16	Cc1cccc(NC(=O)c2oc3ccc(S(=O)(=O)N(C)C4CCCCC4)cc3c2C)c1C

screen / no.,9,10,11,12,13,14,15,16
Giardia FBPA inh,-1%,-1%,14%,3%,-2%,·,3%,·
AMA1 RON2 block,11%,-16%,-7%,-3%[2.32 µM],3%,·,9%,·
AmpC detergent,?,-7%,-7%,-11%,-3%,9%,-9%,-6%
HCV inh,0%,-3%,14%,-4%,-23%,·,12%,·
Sm TGR block,-18%,-1%,-1%,9%,-1%,7%,-2%,0%
HCMV inh,4,-7,-12,31,22,18,-23,-75*

# Exported with two lines to a compound: part of the list above.
# Each structure is followed by: Giardia FBPA inh	AMA1 RON2 block	AmpC detergent	HCV inh	Sm TGR block	HCMV inh
3) CCCCN1C(=O)NC(=O)C2(Cc3cc(C)ccc3N(C)C2)C1=O (configuration not stated)
 : ?	-6%	-6%	16%	?	-8
4) O=S(=O)(c1ccccc1)N1CCN(CCO)CC1
 : -1%	14%	?	3%	-26%	-15
5) CN(CC(=O)Nc1ccccc1Br)C(=O)c1cc([N+](=O)[O-])ccc1N1CCOCC1
 : ·	-18%	-4%	-28%	2%	-23
6) O=C(CSc1nnc(CNC(=O)c2c(F)cccc2F)o1)c1ccccc1
 : 2%	24%	1%	-6%	6%	8
7) CCC1(CC)NC(=O)N(CC(=O)N2CCN(S(=O)(=O)c3cccc(F)c3)CC2)C1=O
 : ·	1%	10%	-17%	0%	-34
8) Cn1c(=O)c2c(nc(SCC(=O)c3cccs3)n2Cc2ccc(F)cc2)n(C)c1=O
 : 5%	7%	-14%	5µM*	-28%	-29
9) Cc1ccc(C(=O)COC(=O)CCC(=O)Nc2ccccc2Cl)cc1[N+](=O)[O-]
 : -1%	11%	?	0%	-18%	4
10) Cc1nnc(SCC(=O)NC2CCCCCC2)n1C
 : -1%	-16%	-7%	-3%	-1%	-7
11) CC(=O)Nc1ccc(S(=O)(=O)Nc2nnc(Cc3ccc(Cl)cc3)s2)cc1
 : 14%	-7%	-7%	14%	-1%	-12
12) CCOC(=O)CCC(NC(=O)CCCCCCCCC(=O)NC(CCC(=O)OCC)C(=O)OCC)C(=O)OCC (configuration not stated)
 : 3%	-3%[2.32 µM]	-11%	-4%	9%	31
13) COc1ccc(Cc2nnc(NC(=O)c3cc(OC)c(OC)c(OC)c3)s2)cc1
 : -2%	3%	-3%	-23%	-1%	22
14) Fc1ccc(N2CCN(Cc3cccn3-c3nnc(N4CCN(C5CCCCC5)CC4)s3)CC2)cc1
 : ·	·	9%	·	7%	18

# Later entries
17	CC(C)(C)NC(=O)C(=O)NCc1ccncc1
18	Cc1cc(Br)c(NC(=O)c2c(-c3c(Cl)cccc3Cl)noc2C)c(Br)c1
19	Cc1ccc(C(=O)Oc2ccccc2N2C(=O)C3C4CCC(C4)C3C2=O)cc1 (configuration not stated)
20	Cc1cccc2cc(/C=N/Nc3ccc(C(=O)O)cc3)c(Cl)nc12
21	Cc1cc(C)cc(NC(=O)c2ccc(S(=O)(=O)C(F)F)cc2)c1
22	CCOc1cc(CNC(=O)CCCn2c(=O)c3cccn3c3cccnc32)cc(OCC)c1OCC
23	CCC1CCCCN1CCCNC(=O)c1csc2c1CCCCC2 (configuration not stated)
24	COc1ccc(Cc2nc3c4cnn(-c5cccc(F)c5)c4ncn3n2)cc1

screen / no.,17,18,19,20,21,22,23,24
Giardia FBPA inh,2%,0%,3%,2%,-3%,·,·,·
AMA1 RON2 block,0%,-8%,-20%,-10%,-24%,-3%,1%,·
AmpC detergent,-9%,-7%,5%,-4%,-10%,-4%&0%,-3%,3%
HCV inh,0%,-19%,26%,25%,-12%,?,-1%,·
Sm TGR block,-1%,-3%,2%,-3%,-4%,5%&4%,3%,3%
HCMV inh,-26,?,-8,0,-12,?,-31,30

25	Cc1ccccc1NC(=S)N(CCCN1CCCCC1)Cc1ccco1
26	CCN(CC(=O)Nc1ccccc1C(F)(F)F)C(=O)c1ccc2c(=O)n3c(nc2c1)CCC3
27	O=C(O)CCC(=O)OC1CC2CCC1C2 (configuration not stated)
28	CC(C)CCNC(=O)C1CCCN(S(=O)(=O)c2ccc(-n3cnnn3)cc2)C1 (configuration not stated)
29	CCOc1ccc(C(=O)Nc2ccc(-n3nncc3-c3ccccc3)cc2)cc1OCC
30	CCOC(=O)CSc1nc2ccccc2n1CC(=O)NC(C)(C)C
31	CCOc1ccc2c(c1)c(=O)c(C(=O)c1ccc(CC)cc1)cn2CC(=O)Nc1cccc(Cl)c1
32	COc1ccc(C)cc1S(=O)(=O)N(CC(=O)N1CCOCC1)Cc1ccccc1

screen / no.,25,26,27,28,29,30,31,32
Giardia FBPA inh,2%,·,5%,3%,·,7%,·,1%
AMA1 RON2 block,-1%,52%[activator],17%,11%,·,-1%,·,0%
AmpC detergent,-7%,-2%,-11%,-4%,2%,?,-5%,3%
HCV inh,-5%,7%,21%,6%,·,·,·,16%
Sm TGR block,-10%,-12%,0%,-3%,-2%,7%,-8%,2%
HCMV inh,8,30,34,14,4,-20,4,46

33	O=C(COC(=O)CCN1C(=O)c2ccccc2C1=O)Nc1ccc(S(=O)(=O)N2CCCC2)cc1
34	CCN(CC(=O)NC1CCS(=O)(=O)C1)S(=O)(=O)c1cc(Br)ccc1Br (configuration not stated)
35	CN(C)C(CNC(=O)c1ccc2ccccc2n1)c1ccccc1 (configuration not stated)
36	COc1ccc(/C=N/NC(=O)C(=O)N2CCCC2)cc1OC
37	C[C@H](NC(=O)C1CCN(C(=O)[C@H](Cc2ccccc2)NC(=O)OC(C)(C)C)CC1)C(=O)O
38	COc1ccc(-c2nnc(SCC(=O)N3CCCCC3)o2)cc1
39	Cc1sc(NC(=O)CSc2nnc(C)c(=O)[nH]2)c(C#N)c1C
40	CC#CCCCC(=O)Nc1cc(OC)nc(OC)n1

screen / no.,33,34,35,36,37,38,39,40
Giardia FBPA inh,7%,·,6%,-5%,6%,·,-7%,-2%
AMA1 RON2 block,-2%,5%,16%,24%,-9%,-4%,1%,-13%
AmpC detergent,-4%,-2%,0%,-6%,0%,1%&14%,-8%,-7%
HCV inh,-13%,21%,2%,-6%,9%,-17%,-14%,8%
Sm TGR block,63%[activator][11.4 µM],1%,11%,-6%,7%,7%&5%,?,2%
HCMV inh,51,-16,7,11,41,1&33,22,14

41	O=C(Nc1ccccc1)c1ccsc1
42	CSc1nc2ccc(NC(=O)CSc3nnc(N)s3)cc2s1
43	CC1=C/C(=C\c2ccc(Br)o2)C(=O)O1
44	CCOC(=O)c1ccc(NC(=O)Cn2c(=O)cc(C)c3c(C)nn(-c4ccc(CC)cc4)c32)cc1
45	CCC(C)(C)n1nnnc1C(c1cc(OC)ccc1OC)N1CCN(Cc2ccccc2)CC1 (configuration not stated)
46	CC12CCC(C(=O)NCc3ccccc3Cl)(OC1=O)C2(C)C (configuration not stated)
47	Cc1ccsc1/C=C(\C#N)C(=O)Nc1c(C)n(C)n(-c2ccccc2)c1=O
48	CCC(=O)NC(Nc1ccccn1)(C(=O)OC)C(F)(F)F (configuration not stated)

screen / no.,41,42,43,44,45,46,47,48
Giardia FBPA inh,-1%,-19%,-4%,·,5%,-1%,4%,3%
AMA1 RON2 block,17%,0%,-9%,·,-7%,-5%,12%,10%
AmpC detergent,-2%,3%,-22%,-8%,0%,3%,-7%,-15%
HCV inh,8%,0%,7%,·,-4%,-6%,2%,9%
Sm TGR block,4%,-6%,-32%,-2%,32µM*,16%,10%,4%
HCMV inh,-28,8,-32,29,-8,0,-10,18

49	Cc1sc2ncn(CC(=O)N(C)C3CCCCC3)c(=O)c2c1C
50	CCOC(=O)CCC(NC(=O)CCCC(=O)NC(CCC(=O)OCC)C(=O)OCC)C(=O)OCC (configuration not stated)
51	COC(=O)Cn1c2ccccc2c2nc3ccccc3nc21
52	Cc1ccc(OC(=O)c2cc(-c3ccc(Cl)cc3)on2)c(C)c1
53	Cc1csc(NC(=O)CSc2nc(=O)cc(N)n2-c2ccc(F)cc2)n1
54	CCC1(C)Cc2c(C#N)c(N)n(-c3ccccc3)c(=O)c2CO1 (configuration not stated)
55	O=C(O)c1ccc(C(=O)C(=O)c2ccccc2)cc1
56	CCN(CC)c1ccc(/C=C(\C#N)c2ccccn2)cc1

screen / no.,49,50,51,52,53,54,55,56
Giardia FBPA inh,·,-1%,8%,·,?,3%,?,1%
AMA1 RON2 block,16%,9%,-3%,·,14%,3%,11%,-5%
AmpC detergent,-6%,2%,-11%,19%,-2%,-5%,0%,-2%
HCV inh,6%,21%,-18%,·,17%,8%,-3%,14µM*
Sm TGR block,-19%,9%,-5%,2%,8%,1%,-14%,-7%
HCMV inh,-13,-40,41,-10,54,42,0,·
